esBAF inh: SWI/SNF esBAF complex inhibition | mouse ES cells, Bmi1-luciferase knock-in reporter, 24 h; 100% = twice the neutral-well signal | reporter increase, % at 12.5 µM | 350,000 tested, 2% active | AID 602393; in the data active means activation above about 40%;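 further: 0% = median of the plate's neutral control wells and 100% = double that signal; a rise in the Bmi1 reporter signal indicates esBAF inhibition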
GSIS activator: primary screen for activators of insulin secretion dependent on glucose, INS-1E cells, GLuc reporter luminescence; INS-1E GLuc reporter insulin secretion, 2-3 h; activation, % at 16.6 µM; 370,000 tested, 0.61% active; AID 743287;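 active means lowest replicate activation of at least 40%, so every replicate reaches that level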;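 further: 0% = median of neutral control wells and 100% = median of IBMX positive control wells; some compounds called inactive have numbers as strong as hits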
ARNT-TACC3 inh: ARNT/TACC3 interaction disruption. AID 623870. AlphaScreen His-ARNT PAS-B/GST-TACC3 binding, luminescence; TACC3 fragment carries E629A point mutation. 390,000 tested, 0.66% active. inhibition, % at 9.99 µM. Q9Y6A5;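 active means mean inhibition of replicates at least 50% and at least half of replicates each reaching 50%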;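 further: 0% = complete ARNT plus TACC3 wells and 100% = ARNT alone without TACC3; many hits fall short of the cut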
RAD52 inh: inhibitors of human RAD52 DNA annealing. AID 651710. P43351. inhibition, % at 18.7 µM. 360,000 tested, 0.46% active. recombinant RAD52 DNA annealing, FRET fluorescence;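 active means every replicate showing at least 50% inhibition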
Target sequence (P43351 whole entry, looked up): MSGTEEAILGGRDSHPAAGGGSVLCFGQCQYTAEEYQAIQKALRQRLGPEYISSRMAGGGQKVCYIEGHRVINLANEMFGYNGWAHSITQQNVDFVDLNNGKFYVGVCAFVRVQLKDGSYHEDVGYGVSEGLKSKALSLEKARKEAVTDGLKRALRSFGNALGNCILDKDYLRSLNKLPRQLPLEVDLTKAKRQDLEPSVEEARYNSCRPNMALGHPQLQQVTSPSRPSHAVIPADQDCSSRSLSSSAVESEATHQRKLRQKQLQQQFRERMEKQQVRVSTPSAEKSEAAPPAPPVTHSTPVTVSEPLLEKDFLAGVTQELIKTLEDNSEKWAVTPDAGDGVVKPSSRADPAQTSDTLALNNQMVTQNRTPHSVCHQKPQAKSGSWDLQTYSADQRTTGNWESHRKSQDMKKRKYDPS
RAD54 branch: blocks human RAD54 Holliday junction branch migration | FAM/BHQ fluorescence | 360,000 tested, 0.14% active | inhibition, % at 10.4 µM | Q92698;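 active means mean normalized replicate activity at least 40 and at least half of replicates scoring 40 or more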;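 further: 0% = median of neutral control wells and 100% = median of positive control wells; inhibitors cause a drop in the FAM fluorescence signal; in these data hits start at about 50%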
ERAP1 HTS inh: ERAP1 (human) enzyme inhibition; Q9NZ08; 340,000 tested, 0.15% active; inhibition, % at 10.7 µM; recombinant ERAP1, Leu-AMC fluorescence, 60 min;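 active means mean replicate inhibition of at least 30%, or all replicates individually reaching that 30% level; inactive means mean below 30% and not every replicate reaching it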;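 further: 0% = neutral control wells and 100% = L-leucinethiol positive control wells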
CFTR F508del cor: CFTR F508del correction in bronchial cells | CFBE cells, YFP halide quenching; stimulated with forskolin plus potentiator P3; % fluorescence drop versus neutral controls | activity (quench increase), % at 7.58 µM | 350,000 tested, 0.36% active;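 active means mean added fluorescence quench of at least 8% versus neutral control, with both replicates also reaching 8%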;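 further: cells transiently co-express mutant CFTR-F508del with the halide-sensitive YFP; corrector assay measuring rescue of mutant channel to the surface after 24 h compound exposure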
Xi reactivation: X-chromosome reactivation activator. XiGFP mouse fibroblasts, % GFP-positive cells imaging, 3 d; cells co-treated with 5-aza-dC sensitizer; scaled so ellipticine positive control = 100%. activation, % at 7.58 µM. 360,000 tested, 0.055% active;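 active means mean normalized replicate activation at least 10% and every replicate at or above 10%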;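 further: 0% = median of on-plate neutral control wells and 100% = ellipticine 6 µM median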
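Material: XiGFP fibroblasts, SV40-immortalized. Buffer or medium: DMEM plus 5-aza-dC sensitizer. Compound: single concentration per compound, delivered by pin transfer. Times: 3 days compound exposure. Controls: ellipticine 6 µM.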
* marks the source's active call; other numbers are inactive results; . = not tested or not shown; & = joins results of further samples.

nr	canonical_smiles	esBAF inh	GSIS activator	ARNT-TACC3 inh	RAD52 inh
1	COc1ccccc1NS(=O)(=O)c1cccc(NC(=O)c2sc3ccccc3c2Cl)c1	.	4.0	-0.7	4.2
2	C[C@@H]1CN([C@@H](C)CO)C(=O)c2cccc(NC(=O)c3nc4ccccc4s3)c2O[C@H]1CN(C)Cc1ccncc1	2.0	-5.8	-7.2	9.1
3	Cc1noc(C)c1S(=O)(=O)N(C)C[C@@H]1OCCCC[C@H](C)Oc2ccc(NS(=O)(=O)c3ccc(Cl)cc3)cc2C(=O)N([C@H](C)CO)C[C@@H]1C	10.7	-10.7	-11.2	-13.0
4	O=C(Nc1ccc(C(=O)N2CCOCC2)cc1)c1cc(-c2cccnc2)nc2ccc(Cl)cc12	3.4	-9.7	4.1	-32.8
5	COc1ccccc1N1C(=O)C2C(c3ccccc3F)NN(C(=O)c3ccc(C)cc3)C2C1=O (configuration not stated)	2.2	4.5	.	-5.8
6	C[C@@H]1CN([C@H](C)CO)C(=O)CCCn2cc(nn2)CO[C@H]1CN(C)C(=O)c1cc(-c2ccccc2)on1	0.7&1.8&-1.8	-1.3&12.6	-2.2	4.6&0.0
7	CCCn1c(SCC(=O)N2c3ccccc3Sc3ccccc32)nc2ccccc21	.	-11.9	.	-0.7
8	Cc1cc(C)cc(NC(=O)CCN2CCCC2)c1	1.1	-3.4	-5.0	-23.4
9	CCOc1ccccc1NC(=O)CN(c1cc(C)cc(C)c1)S(=O)(=O)c1c(C)noc1C	5.2	9.6	-7.4	-22.7
10	C[C@@H]1CN([C@@H](C)CO)C(=O)c2cc(C#Cc3cccc(F)c3)cnc2O[C@@H]1CN(C)C(=O)C1CCC1	11.9	-7.3	-2.7	-2.8
11	Cc1noc(C)c1NC(=O)Nc1ccc2c(c1)C(=O)N(C)[C@@H]1CC[C@@H](CC(=O)N[C@@H]3CCN(Cc4ccccc4)C3)O[C@H]1CO2	-1.7	-3.2	5.4	6.3
12	CCn1c(SCc2ccc(Cl)cc2)nc2nc3c(cc2c1=O)CCCC3	.	.	.	-7.4
13	O=C1C2CC=CCC2C(=O)N1c1nccs1 (configuration not stated)	-6.6	.	-7.8	7.5
14	CCC(=O)N1[C@H](C(=O)N2CCCCC2)[C@@H](CO)[C@@H]2Cn3c(ccc(-c4ccccc4)c3=O)[C@@H]21	3.0	10.0	0.3	2.7
15	Cc1nc(NCc2ccc(S(N)(=O)=O)cc2)c2c(C)c(C)sc2n1	0.7	-4.1	-0.9	-11.9

nr	RAD54 branch	ERAP1 HTS inh	CFTR F508del cor	Xi reactivation
1	-1.0	-4.5	-2.9	0.0
2	-5.7	-9.0	0.3	-0.2
3	-2.0	0.1	0.4	-1.0
4	10.6	3.7	0.1	0.0
5	-1.1	.	1.8	0.3
6	-1.0&2.5	-3.2&0.2	1.2&2.5&2.9	-0.2&-0.4
7	.	2.2	.	-0.1
8	9.4	-0.3	-0.1	0.0
9	11.1	.	4.5	0.1
10	3.8	-2.8	-0.1	-0.8
11	-1.4	2.7	3.5	0.0
12	2.3	1.6	4.6	0.1
13	9.0	-4.2	1.2	-0.1
14	-1.9	-1.0	1.1	0.2
15	7.8	0.4	4.8	-0.1

Sorted by number of heavy atoms (ascending): 7 of the compounds above
nr	canonical_smiles	esBAF inh	GSIS activator	ARNT-TACC3 inh	RAD52 inh
13	O=C1C2CC=CCC2C(=O)N1c1nccs1 (configuration not stated)	-6.6	.	-7.8	7.5
8	Cc1cc(C)cc(NC(=O)CCN2CCCC2)c1	1.1	-3.4	-5.0	-23.4
7	CCCn1c(SCC(=O)N2c3ccccc3Sc3ccccc32)nc2ccccc21	.	-11.9	.	-0.7
1	COc1ccccc1NS(=O)(=O)c1cccc(NC(=O)c2sc3ccccc3c2Cl)c1	.	4.0	-0.7	4.2
14	CCC(=O)N1[C@H](C(=O)N2CCCCC2)[C@@H](CO)[C@@H]2Cn3c(ccc(-c4ccccc4)c3=O)[C@@H]21	3.0	10.0	0.3	2.7
5	COc1ccccc1N1C(=O)C2C(c3ccccc3F)NN(C(=O)c3ccc(C)cc3)C2C1=O (configuration not stated)	2.2	4.5	.	-5.8
6	C[C@@H]1CN([C@H](C)CO)C(=O)CCCn2cc(nn2)CO[C@H]1CN(C)C(=O)c1cc(-c2ccccc2)on1	0.7&1.8&-1.8	-1.3&12.6	-2.2	4.6&0.0

nr	RAD54 branch	ERAP1 HTS inh	CFTR F508del cor	Xi reactivation
13	9.0	-4.2	1.2	-0.1
8	9.4	-0.3	-0.1	0.0
7	.	2.2	.	-0.1
1	-1.0	-4.5	-2.9	0.0
14	-1.9	-1.0	1.1	0.2
5	-1.1	.	1.8	0.3
6	-1.0&2.5	-3.2&0.2	1.2&2.5&2.9	-0.2&-0.4

Remaining list, next part
nr	canonical_smiles	esBAF inh	GSIS activator	ARNT-TACC3 inh	RAD52 inh
16	Cc1ccc(S(=O)(=O)N/N=C\c2ccc([N+](=O)[O-])o2)cc1C	-9.4	0.0	.	-36.0
17	CCCN1C[C@H](C)[C@H](OC)CN(C)C(=O)c2cc(NC(=O)c3cccc(F)c3)ccc2OC[C@@H]1C	-6.5	5.4	-7.1	10.3
18	C[C@H]1CN([C@@H](C)CO)C(=O)c2cccc(NS(=O)(=O)c3cn(C)cn3)c2O[C@H]1CN(C)Cc1ccc(C(F)(F)F)cc1	0.5	-3.5	.	8.1
19	C[C@H]1CN([C@@H](C)CO)C(=O)c2cccc(NC(=O)Nc3cccc4ccccc34)c2O[C@H]1CN(C)C	.	-4.4	.	8.2
20	CCCN(C)C[C@H]1OCCCC[C@H](C)Oc2ccc(NC(=O)C3CCCCC3)cc2C(=O)N([C@@H](C)CO)C[C@H]1C	-5.6	27.8	4.1	3.9
21	COc1ccccc1N(C(=O)c1snc(C(N)=O)c1N)C(C(=O)NCc1ccccc1)c1ccc(C)o1 (configuration not stated)	2.4	3.1	1.4	-12.1
22	Cc1cccnc1CC(C)NC(=O)c1cc(COc2cncc(Cl)c2)on1 (configuration not stated)	9.5	6.9	-2.4	-9.2
23	OC(CNCc1ccccc1)c1ccccc1 (configuration not stated)	3.5	.	1.1	-21.0
24	Brc1cccc(CN2CCN(c3ncc(Cc4ccccc4)cn3)CC2)n1	.	.	.	-18.9
25	COc1ccc(CC2(CO)CCN(S(=O)(=O)N(C)C)CC2)cc1	.	-1.1	-6.2	-10.5
26	Cc1ccc(-c2csc3nc(CN(C)Cc4ccccc4)[nH]c(=O)c23)cc1	-0.3	0.8	0.0	-140.7
27	O=C(OCCNc1ncc(C(F)(F)F)cc1Cl)c1ccc(S(=O)(=O)N2CCOCC2)cc1	1.3	-28.8	-5.5	.
28	CN(C(=O)c1ccc2c(c1)C(=O)N(CCC1=CCCCC1)C2=O)C1CCCCC1	31.3	-29.3	-0.2	3.8
29	CCCNC(=O)[C@@H]1c2ccccc2C(=O)N(CC23CC4CC(CC(C4)C2)C3)[C@H]1c1ccc(CO)cc1	.	.	-2.4	-239.3
30	CCC(=O)N1C[C@@H](C)[C@H](OC)CN(C)C(=O)c2cc(NC(=O)Nc3ccc(Cl)cc3)ccc2OC[C@H]1C	0.0	-14.9	10.6	23.0

nr	RAD54 branch	ERAP1 HTS inh	CFTR F508del cor	Xi reactivation
16	-2.3	-0.5	0.2	0.0
17	2.9	1.3	-0.7	-0.1
18	-1.9	0.5	0.7	0.0
19	.	1.7	-1.8	-0.5
20	4.9	1.7	-1.0	0.1
21	1.3	-3.2	-2.1	0.5
22	-5.7	3.2	0.4	0.3
23	-1.3	-1.9	-1.8	0.2
24	.	0.8	0.4	0.1
25	.	0.6	1.1	0.0
26	-10.7	0.3	2.3	0.0
27	0.8	.	.	.
28	-13.1	0.2	-1.5	0.3
29	-8.7	-2.5	-5.2	.
30	3.6	2.0	-3.3	-0.3

(continued)
nr	canonical_smiles	esBAF inh	GSIS activator	ARNT-TACC3 inh	RAD52 inh
31	CCc1cc(C(=O)c2ccc(OC)cc2)c(NC(=O)CN2CCCC2)s1	-12.3	1.4	17.4	-5.2
32	COc1ccccc1N1CCN(C(=O)CSc2nnc(C)n2C2CC2)CC1	-12.3	-5.1	0.5	-9.7
33	CCCc1cc(=O)oc2cc(C)cc(OCC(=O)Nc3ccccn3)c12	2.1	17.3	4.8	-3.3
34	CC(=O)Nc1cccc(OCCCOc2ccc([N+](=O)[O-])cc2)c1	.	1.3	.	-0.3
35	O=C(O)Cn1cnc2c(=S)nc[nH]c21	1.5	4.8	1.0	-7.9
36	O=C(Nc1ccc(C(=O)O)cc1)/C(=C\c1ccccc1)NC(=O)c1ccco1	1.7	4.1	-6.0	-12.4
37	C[C@@H]1CN([C@@H](C)CO)C(=O)c2cc(C#C[C@@H](C)O)cnc2O[C@H]1CN(C)Cc1cncnc1	-1.4	24.7	0.7	-1.9
38	C[C@H]1CN([C@@H](C)CO)C(=O)c2cc(C#Cc3ccncc3)cnc2O[C@H]1CN(C)C(=O)c1ccccc1F	3.5	-6.8	-10.9	-5.6
39	CC1CCCCC12NC(=O)N(CC(=O)Nc1cccnc1)C2=O (configuration not stated)	-9.1	-3.7	.	-39.7
40	C[C@H](CO)N1C[C@H](C)[C@H](CN(C)Cc2ccc(C(=O)Nc3ccccc3N)cc2)Oc2ccc(NC(=O)Nc3ccc4c(c3)OCO4)cc2CC1=O	-16.1	19.5	8.6	10.0
41	CO[C@@H]1CN(C)C(=O)c2cc(NC(=O)C3CC3)ccc2OC[C@H](C)N(C(=O)c2cnccn2)C[C@H]1C	-5.8	-1.7	-10.7	-4.3
42	O=C(O)c1ccccc1C(=O)Nc1c(-c2ccccc2)nc2ccccn12	22.5	-10.1	-1.4	-4.9
43	O=C(Cc1ccccc1F)N1CCN(S(=O)(=O)c2ccc(Cl)cc2)CC1	-1.1	3.1	.	-8.2
44	C[C@H](CO)N1C[C@H](C)[C@H](CN(C)Cc2ccncc2)Oc2ccc(NC(=O)CCCN(C)C)cc2C1=O	-5.3	25.7	-0.6	-7.5
45	CC(=O)Nc1nnc(SCC(=O)NCc2ccc3c(c2)OCO3)s1	.	7.4	-1.4	-12.2
46	CCOC(=O)c1oc2ccccc2c1NC(=O)C(C)(C)C	.	46.3	15.0	-10.6
47	CC(C)NC(=O)Nc1ccc2c(c1)C(=O)N([C@@H](C)CO)C[C@H](C)[C@H](CN(C)S(=O)(=O)c1ccccc1)OCCCC[C@@H](C)O2	1.9	20.8	-0.6	-3.7

nr	RAD54 branch	ERAP1 HTS inh	CFTR F508del cor	Xi reactivation
31	2.8	-0.8	-32.4	0.0
32	2.1	0.6	2.1	0.0
33	-1.8	0.9	-1.8	0.1
34	.	2.5	3.2	0.0
35	-11.2	2.4	-0.7	-0.1
36	-2.6	1.0	-0.8	0.1
37	-1.3	-2.7	2.6	-0.2
38	5.9	-2.4	1.5	-1.1
39	-6.3	-0.8	-2.5	-0.1
40	-0.8	0.2	2.0	2.9
41	-1.2	0.9	0.3	0.1
42	-3.4	-3.7	3.3	0.3
43	1.4	0.5	1.1	0.1
44	-7.1	0.7	0.5	0.1
45	4.0	4.2	1.2	0.3
46	.	1.5	2.2	0.0
47	-6.9	-0.7	1.5	-0.1

High-throughput results deposited in PubChem by Broad Institute.
